Screening data: PubChem BioAssay, several laboratories
UHRF1 binding: human UHRF1 methylated DNA binding inhibitors. Q96T88. UHRF1 binding to methylated oligo, TR-FRET. inhibition, % at 4.4 µM. 370,000 tested, 0.75% active; in the data active = inhibition above about 21%;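 also: UHRF1 SRA domain binding a hemimethylated CpG hairpin DNA probe; 0% = median of test compound wells and 100% = reference inhibitor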
rCAG RNA binder: molecules binding r(CAG) RNA repeats; 370,000 tested, 1.3% active; r(CAG) RNA repeat, TO-PRO-1 dye displacement fluorescence; AID 651821; inhibition, % at 3 µM;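 active = inhibition above the plate cutoff, the mean of all test compounds on that plate plus 3 SD, cut at about 35% in these data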;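 also: 0% = DMSO alone and 100% = 100 µM mitoxantrone as full dye displacement; higher means more dye released from RNA so lower well fluorescence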
TCR CD3 inh: blocks the human TCR-CD3 interaction; TAMRA-labeled TCR probe fluorescence, biochemical; inhibition, % at 9.4 µM; 360,000 tested, 0.37% active; AID 651800; in the data active = inhibition above about 19%;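 also: recombinant mutant TCR 2C K166C tagged with TAMRA read by polarization; 0% = receptor in buffer alone and 100% = receptor with positive control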
LEDGF integ inh: blocks HIV-1 LEDGF/p75-dependent DNA integration. TR-FRET IN-LEDGF/p75 DNA integration, Eu/Cy5. inhibition, % at 3.7 µM. 370,000 tested, 0.64% active;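 active = inhibition above the screen-wide mean plus 3 SD, cut at about 13% in these data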;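 also: signal is the Cy5 over europium emission ratio at 671 and 618 nm; 0% = plate median of compound wells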
mABHD4 FP: ABHD4 (mouse) inhibition, primary FP screen | Q8VD66 | purified mABHD4, FP-Rh probe fluorescence polarization | inhibition, % at 8.92 µM | 370,000 tested, 0.54% active | AID 720543;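 active = inhibition exceeding the mean over every tested compound plus 3 SD, cut at about 30% in these data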;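 also: 0% = plate median of compound wells and 100% = S159A mutant with DMSO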
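Material: mouse ABHD4 enzyme, wild type; Benchmarks: S159A mutant high control, sample median low control; Buffer or medium: HEPES pH 7.0, NaCl, Pluronic buffer; Signal: fluorescence polarization; Read-out: percent inhibition of probe binding, normalized to plate controls; Timing: pre-incubation 45 min, probe exposure 60 min, at 25 °C; Dosing: 8.92 µM, single dose.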
Rev-erbA mod: Rev-erb alpha (human) modulation. 370,000 tested, 0.79% active. P20393. AID 1259318. activity, % at 10 µM. Rev-erbα–FITC-DNA binding, fluorescence polarization, 90 min;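 active = activity above about 14%, limit read from the data; passing the limit was not always enough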;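 also: 0% = DMSO wells with 35 nM protein and 100% = DMSO wells with 750 nM protein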
HTRA1 inhibitor: blocks human HTRA1 serine peptidase; Q92743; recombinant HTRA1, FP-rhodamine activity-based probe, fluorescence polarization; inhibition, % at 5.96 µM; 340,000 tested, 0.5% active; AID 504803; in the data active = inhibition above about 36%;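 also: 0% = enzyme with DMSO and 100% = wells lacking enzyme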
PRMT1 inh: inhibitors of human PRMT1; recombinant PRMT1, activity-based probe fluorescence polarization; inhibition, % at 2.79 µM; 370,000 tested, 1.3% active;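 active = inhibition above about 21% made by adding two undisclosed values, limit read from the data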
Target sequence (Q99873 whole entry, looked up): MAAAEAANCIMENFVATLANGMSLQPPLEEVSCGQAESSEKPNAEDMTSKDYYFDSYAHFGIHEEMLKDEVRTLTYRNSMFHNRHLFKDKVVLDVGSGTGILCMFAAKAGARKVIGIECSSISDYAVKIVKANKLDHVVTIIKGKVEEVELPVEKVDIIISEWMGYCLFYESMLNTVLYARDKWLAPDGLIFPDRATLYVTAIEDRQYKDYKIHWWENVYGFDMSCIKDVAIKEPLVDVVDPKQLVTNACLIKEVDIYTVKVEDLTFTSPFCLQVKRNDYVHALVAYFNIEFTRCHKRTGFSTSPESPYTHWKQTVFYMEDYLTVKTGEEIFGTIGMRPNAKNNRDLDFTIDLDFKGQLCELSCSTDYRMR
PG9 Ab binder: binds the HIV-1 gp120 antibody PG9. TR-FRET gp120-PG9 antibody binding. inhibition, % at 6.7 µM. 360,000 tested, 0.43% active; in the data active = inhibition above about 8.5%
MBD2 inh: inhibitors of human MBD2 binding to methylated oligonucleotide; TR-FRET; Q9UBB5; AID 686964; 370,000 tested, 0.31% active; inhibition, % at 4.4 µM; in the data active = inhibition above about 13%
Target sequence (Q9UBB5 whole entry, looked up): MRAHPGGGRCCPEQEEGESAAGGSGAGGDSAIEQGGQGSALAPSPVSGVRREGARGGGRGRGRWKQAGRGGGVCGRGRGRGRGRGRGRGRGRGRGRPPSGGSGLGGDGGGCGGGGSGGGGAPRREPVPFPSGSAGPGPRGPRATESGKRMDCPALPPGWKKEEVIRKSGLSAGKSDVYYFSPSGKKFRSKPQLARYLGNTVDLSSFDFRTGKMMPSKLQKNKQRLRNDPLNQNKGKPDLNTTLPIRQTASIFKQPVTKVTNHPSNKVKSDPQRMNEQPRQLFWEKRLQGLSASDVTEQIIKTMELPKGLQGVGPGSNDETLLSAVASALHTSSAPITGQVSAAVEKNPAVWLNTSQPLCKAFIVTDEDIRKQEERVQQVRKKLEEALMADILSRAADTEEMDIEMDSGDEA
An asterisk follows results filed as active; . = no result given. The list is partial; count on the stated rates, not on these rows.

canonical_smiles	UHRF1 binding	rCAG RNA binder	TCR CD3 inh	LEDGF integ inh	mABHD4 FP	Rev-erbA mod	HTRA1 inhibitor	PRMT1 inh	PG9 Ab binder	MBD2 inh
CC(=O)c1nn(-c2ccccc2)c(=Nc2ccccc2)cc1C	3	-1	-2	-4	-6	4	.	2	-1.1	0
O=C(CS(=O)(=O)c1ccc(C(F)(F)F)cn1)NNC(=O)c1ccccc1	-2	-2	-1	1	-13	-3	0	-2	1.3	3
CCn1c2ccccc2c2cc(NC(=O)c3cccc([N+](=O)[O-])c3C)ccc21	-3	11	9	1	-4	-2	-3	0	-1.9	6
COC(=O)c1ccc(C2c3c(oc4ccccc4c3=O)C(=O)N2CCCN2CCOCC2)cc1 (stereo unspecified)	-1	9	-12	5	-6	5	3	11	1.8	-1
O=C(CCNS(=O)(=O)c1ccccc1)NCCSc1ccc(Br)cc1	7	0	-8	-7	3	-5	2	3	1.4	7
COc1ccc(-c2cc(C(=O)N3CCCC3)c3ccccc3n2)cc1OC	2	-2	2	-2	-5	-2	-1	0	0.1	6
CCS(=O)(=O)N1Cc2cc(C(=O)NCCOC)nc(-c3cccc(-c4ccncc4)c3)c2[C@@H]1CCO	0	0	-3	-4	4	3	.	1	-0.4	0
COCCNC(=O)CSCc1cc(C)cc(C)c1	-3	-2	-3	0	4	-3	0	-1	-3.7	0
COc1ccc(C(=O)Nc2ccc(N3CCOCC3)cc2)cc1S(=O)(=O)N1CCOCC1	-1	-5	3	1	2	1	4	-5	-2.9	1
N#Cc1ccc(S(=O)(=O)NC(=O)[C@H]2O[C@@H](n3ccc(=O)[nH]c3=O)[C@H](O)[C@@H]2O)cc1	1	3	6	9	-3	9	.	-4	-0.1	2
COC(=O)C1=C(CSc2nccn2C)NC(=O)NC1c1cc(C)ccc1C (stereo unspecified)	9	1	-3	0	2	-2	-9	2	-1.4	1
COc1ccc(C(F)(F)F)cc1N/C=C\c1nnnn1-c1ccccc1	0	3	-3	0	-4	0	-10	-3	-1.6	2
COC(=O)C(NC(=O)c1ccccc1)=C1C=C(C)OC(C)=C1	0	0	-5	0	0	-1	3	2	-0.4	0
COc1ccc(Br)cc1/C=C/c1ccc2cccc(O)c2n1	-5	15	6	6	3	-1	-1	-6	-0.1	-2
CCOC(=O)/C=C1\NC(=O)C(C)S1 (stereo unspecified)	-1	-1	11	1	6	2	1	0	-0.9	-1
Cc1cc(C)cc(OCCCOc2cccc3cccnc23)c1	1	2	3	5	-5	-5	-34	0	-1.1	2
CCOc1ccc(N2C(=O)CC(SCCN)C2=O)cc1 (stereo unspecified)	4	6	6	-3	5	10	7	22*	-0.8	-2
Cc1noc(C)c1S(=O)(=O)N(C)C[C@H]1OCCCC[C@H](C)Oc2ccc(NC(=O)CCCN(C)C)cc2C(=O)N([C@H](C)CO)C[C@@H]1C	1	7	-3	-2	-1	4	3	5	0.2	1
Cc1ccc2oc(=O)c3cnn(CC(=O)Nc4ccccc4N4CCN(C)CC4)c3c2c1	-2	-1	4	-4	-7	0	4	-5	1.9	1
CC(NC(=O)COc1ccccc1)C(=O)N1CCN(c2ccc(F)cc2)CC1 (stereo unspecified)	1	-1	3	0	2	7	4	-5	1.0	-6
CCOC(=O)C1=C(c2ccccc2)Nc2ncnn2C1c1cccc(O)c1 (stereo unspecified)	0	-2	5	2	-4	3	3	-1	-1.5	1
Cc1ccc(/C=N/NC(=O)c2ccncc2)s1	1	2	-1	3	6	0	8	-7	-0.7	1
O=C(O)c1[nH]c2ccccc2c1C(c1ccccc1)c1c(C(=O)O)[nH]c2ccccc12	-3	70*	9	6	32*	0	10	1	0.8	2
O=C(COC(=O)/C=C/c1cccc(F)c1)Nc1ccc(Cl)cn1	1	1	-2	3	-4	-3	0	-2	0.6	-2
O=S(=O)(Nc1ccc(-n2cnnn2)cc1)c1ccc(Cl)s1	4	4	0	-3	-1	-1	4	1	-2.6	0
O=C(Nc1cccc(Br)c1)c1ccccc1-c1ccccc1	-3	1	2	1	-19	-1	-67	-1	-1.2	-7
CC12CCC(C(=O)N(NC(=O)c3cccnc3)C1=O)C2(C)C (stereo unspecified)	4	-2	-1	1	8	2	7	-2	-1.5	2
CCOc1ccc(NC(=O)c2ccccc2NC(=O)CN(C)CC(=O)Nc2ccc(C)cc2)cc1	1	4	7	0	-3	-5	-39	0	0.3	1
COc1ccc(C(=O)Nc2cc(OC)cc(OC)c2)cc1	-1	-1	2	3	-1	4	-8	-3	-1.4	2
c1ccc(-c2cc3c(nn2)CCc2nonc2-3)cc1	2	-4	-3	1	4	-3	6	0	1.7	4

Single records, as listed above. Order of values: UHRF1 binding	rCAG RNA binder	TCR CD3 inh	LEDGF integ inh	mABHD4 FP	Rev-erbA mod	HTRA1 inhibitor	PRMT1 inh	PG9 Ab binder	MBD2 inh
Listed for COc1ccc(Br)cc1/C=C/c1ccc2cccc(O)c2n1 = -5	15	6	6	3	-1	-1	-6	-0.1	-2
Listed for O=S(=O)(Nc1ccc(-n2cnnn2)cc1)c1ccc(Cl)s1 = 4	4	0	-3	-1	-1	4	1	-2.6	0

Carrying on.
canonical_smiles	UHRF1 binding	rCAG RNA binder	TCR CD3 inh	LEDGF integ inh	mABHD4 FP	Rev-erbA mod	HTRA1 inhibitor	PRMT1 inh	PG9 Ab binder	MBD2 inh
C[C@H]1CN([C@@H](C)CO)S(=O)(=O)c2ccc(C#Cc3ccccn3)cc2O[C@@H]1CN(C)C(=O)C1CC1	17	4	3	-1	2	0	6	1	1.4	7
O=C1NC[C@@H](Cc2cccc3ccccc23)N(CCCCC2CCCCC2)C1=O	1	-1	4	-2	-5	5	-40	-4	-1.5	-2
CSCC[C@H](NC(=O)Nc1cccc(Br)c1)C(=O)O	7	-1	-4	-3	5	-1	0	2	-0.4	8
Cc1ccc(C(=O)NC(=S)Nc2ccccc2C(F)(F)F)c(C)c1	1	1	-2	1	2	1	6	0	1.8	-1
Cc1ccc(NC(=O)C2CCN(S(=O)(=O)c3c(C)[nH]c(=O)[nH]c3=O)CC2)cc1	4	2	-2	-1	-1	-4	-2	4	-0.7	-1
COc1ccc(-n2c(SCC(=O)NCC3CCCO3)nc3c(c2=O)SC(C)C3)cc1 (stereo unspecified)	3	-4	3	1	7	3	-2	2	-0.1	-2
CCCCCCCCCCCCS[C@H]1CS(=O)(=O)C[C@@H]1O	-3	0	-1	2	-13	4	-14	-7	-0.7	1
Cc1cc(C)n(-c2ccc(C(=O)O)cc2)n1	6	2	-12	2	-7	-6	5	4	0.2	10
O=C(c1ccc(C(F)(F)F)cc1)N1CCCCC1	0	-3	-5	0	-1	0	-1	-2	0.5	2
CCOC(=O)CSc1nnc(NC(=O)c2cccc([N+](=O)[O-])c2C)s1	2	2	-5	1	-4	-3	6	1	0.9	5
Cc1cc(NC(=O)c2cccs2)n(-c2ccccc2)n1	-3	3	0	-2	-3	-3	7	-1	0.2	-6
CCCNC(=O)N1CCN(S(=O)(=O)c2ccc(C)cc2)CC1	-3	-3	-1	3	11	-4	7	-1	-0.6	2
CCNS(=O)(=O)c1ccc(NC(=O)CC(C)c2ccccc2)cc1 (stereo unspecified)	-4	-2	-1	6	5	1	-2	-4	1.2	6
COc1ccc(NC(=O)C(Cc2ccccc2)NC(=O)c2ccco2)cc1OC (stereo unspecified)	-4	-2	5	-3	6	2	3	-1	-0.3	-3
O=C(N/N=C\c1cccc(OC(=O)c2ccco2)c1)c1ccc2c(c1)OCO2	-7	1	-1	6	1	4	12	-3	-0.5	-4
CCOC(=O)CC1C(=O)NCCN1C(=O)c1ccc(Cl)cc1Cl (stereo unspecified)	3	2	-4	8	-13	-3	2	-4	-1.5	2
O=C(O)C1C2C=CC(O2)C1C(=O)Nc1cccc(C(F)(F)F)c1 (stereo unspecified)	-1	-1	-2	-2	-1	4	4	8	-1.6	-3
Cc1nn(C(=O)N2CCOCC2)c(C)c1CN1C(=O)c2ccccc2C1=O	1	-6	4	1	1	-1	7	-4	-1.6	4
CC(C)[C@@H](C(=O)NCC1CCC(C(=O)O)CC1)n1nnc2ccccc2c1=O (stereo partly specified)	1	0	8	-3	-2	2	-4	-3	-0.7	-3
CC(C)NC(=O)CCc1nnc(Cc2cccc(C(F)(F)F)c2)o1	1	-5	-4	-4	0	-6	-5	2	-0.9	5
O=C(NCc1ccco1)c1cc2sccc2n1Cc1ccc(F)cc1	-2	4	5	0	-16	-1	-21	4	-0.9	-3
COc1ccccc1C(=O)Oc1cc(N)n(S(=O)(=O)c2ccccc2)n1	4	2	12	-5	3	-2	-1	-2	0.7	2
COc1ccc(Cl)cc1NC(=O)CN1CCN(S(=O)(=O)N2CCCCC2)CC1	-2	2	1	-2	0	0	0	-2	0.8	-2
C=CCN1CN=C(NS(=O)(=O)c2ccc(NC(C)=O)cc2)NC1	1	-3	-5	2	-4	0	-1	1	-1.7	-1
CC(C)c1nc2cc(C(=O)NC(C)c3cnn(C)c3)ccc2o1 (stereo unspecified)	0	-5	-1	-1	1	2	13	1	1.1	-7
O=C(COC(=O)C1CC2CCCC(C1)C2=O)c1cccc(Br)c1 (stereo unspecified)	7	-1	-3	-3	-1	4	0	-1	0.9	-4
CCN(CC)C(=O)[C@H]1C[C@H](CC(=O)NCc2cccc(C(F)(F)F)c2)C(=O)N2CCc3c([nH]c4cc(CCC(=O)N(C)C)ccc34)[C@]12C	0	-1	0	4	-8	3	5	-5	2.4	-10
CCCCCCNC(=O)CCNS(=O)(=O)c1ccc(C)cc1	3	-4	-8	0	-6	1	-4	7	1.9	1
Cc1cc2nc3n(c2cc1C)CC1CC(C(=O)NCc2ccco2)N(C)C31 (stereo unspecified)	45*	-3	6	27*	25	-2	0	15	-1.4	8
COC(=O)c1ccc(N2CCN(C)CC2)c(NC(=O)c2ccc(Br)o2)c1	1	-8	3	0	2	-2	-6	-5	-3.5	-1
CCCCc1cc(=O)oc2c(C)c(OCC(=O)N3C[C@H]4C[C@@H](C3)c3cccc(=O)n3C4)ccc12	-1	-1	10	6	-7	3	-2	-2	0.6	4
O=C(/C=C/c1cccc([N+](=O)[O-])c1)N1CCOCC1	0	1	-4	5	3	-1	1	-4	-4.0	-1
CNc1nc(-c2ccccc2)[n+](-c2ccc(C)cc2)s1	0	2	4	-2	-10	-1	-2	1	-1.5	2
CCc1nc(N2CCN(CC(=O)NCC3CCCO3)CC2)c(C#N)c2c1COC(C)(C)C2 (stereo unspecified)	0	-10	1	2	3	-5	1	6	1.9	-2
CCC(C)[C@H](NC(=O)C1CC(=O)N(c2ccc(OC)cc2)C1)C(=O)N1CCCCC1 (stereo partly specified)	1	-9	-13	-8	-2	0	4	5	0.5	0
COc1ccc(NS(=O)(=O)c2ccc(OC)c(NC(=O)CCC3CCCC3)c2)cc1	3	7	2	0	-8	-2	-26	-2	-3.4	-4
Cn1nc(C(C)(C)C)c([N+](=O)[O-])c1C(=O)NC1CCCCC1	-4	0	2	1	5	2	-1	2	-0.9	-1
COc1ccc(-c2nn(-c3ccccc3)cc2C(=O)N(C)CC(=O)Nc2cccc(F)c2)cc1	2	9	-1	1	-38	4	-58	5	0.9	1
